MCL1 BIM primary – disrupts human MCL1 binding to BIM-BH3 peptide; Q07820; GST-MCL1 / FITC-Bim-BH3 fluorescence polarization; inhibition, % at 10.9 µM; 320,000 tested, 0.68% active;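 active = inhibition above the mean inhibition of all tested compounds plus 3 SD, set per campaign, cut at about 40% in these data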;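 also: 0% = DMSO wells and 100% = unlabeled Bim-BH3 peptide control; higher means more loss of mP so more displacement of Bim peptide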
MEX-5 binding – C. elegans MEX-5 TCR-2 RNA binding activity. MEX-5/FITC-TCR2 RNA binding, fluorescence polarization; active compounds read low. activity score (negative = inhibition of binding), % at 10 µM. 300,000 tested, 0.38% active. Q9XUB2;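 active = inhibition past about -25% in most replicates, and total fluorescence under double the plate's negative control median, limit read from the data; inconclusive = replicates evenly split on the limit, or fluorescence at least double controls; inactive = too little inhibition in most replicates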;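 also: 0% = DMSO and -100% = 5 µM competing unlabeled TCR2 RNA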
VLA-4 inh – inhibition in a human VLA-4 binding assay; inhibition, % (about 7 µM as worked out from the volumes in the protocol); 330,000 tested, 0.2% active; VLA-4 expressing cells, ligand binding flow cytometry; P13612; in the data active = inhibition above about 50%
Target sequence (P13612 whole entry, looked up): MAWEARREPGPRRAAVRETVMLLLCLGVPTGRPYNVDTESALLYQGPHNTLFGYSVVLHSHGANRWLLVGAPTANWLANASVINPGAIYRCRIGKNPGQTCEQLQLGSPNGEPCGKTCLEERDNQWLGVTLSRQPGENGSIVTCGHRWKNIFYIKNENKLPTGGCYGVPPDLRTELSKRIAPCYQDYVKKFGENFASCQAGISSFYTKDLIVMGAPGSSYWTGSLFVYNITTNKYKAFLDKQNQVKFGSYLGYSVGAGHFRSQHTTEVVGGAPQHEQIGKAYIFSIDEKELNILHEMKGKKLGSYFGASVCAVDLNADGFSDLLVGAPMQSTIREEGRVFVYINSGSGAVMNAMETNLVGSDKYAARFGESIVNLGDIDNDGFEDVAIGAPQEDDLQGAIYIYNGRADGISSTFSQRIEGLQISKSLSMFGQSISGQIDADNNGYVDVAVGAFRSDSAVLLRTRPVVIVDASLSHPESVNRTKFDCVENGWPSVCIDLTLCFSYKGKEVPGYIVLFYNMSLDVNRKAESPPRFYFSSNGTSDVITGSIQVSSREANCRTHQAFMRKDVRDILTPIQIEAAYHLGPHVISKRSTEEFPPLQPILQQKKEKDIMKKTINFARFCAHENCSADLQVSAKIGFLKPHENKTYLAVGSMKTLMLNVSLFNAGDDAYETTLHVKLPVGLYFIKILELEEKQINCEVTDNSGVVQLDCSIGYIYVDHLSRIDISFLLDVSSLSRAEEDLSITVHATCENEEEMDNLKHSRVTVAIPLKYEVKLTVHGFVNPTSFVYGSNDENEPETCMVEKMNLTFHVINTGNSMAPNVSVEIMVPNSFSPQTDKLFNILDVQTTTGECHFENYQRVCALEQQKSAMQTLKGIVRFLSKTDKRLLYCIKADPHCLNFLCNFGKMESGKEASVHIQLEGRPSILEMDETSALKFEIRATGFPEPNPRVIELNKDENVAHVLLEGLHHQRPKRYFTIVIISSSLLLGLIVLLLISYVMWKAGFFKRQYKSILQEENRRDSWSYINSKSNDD
CIT2 TOR yeast – alters CIT2-GFP fluorescence in TOR pathway yeast screen; S. cerevisiae CIT2-GFP strain, flow cytometry, 3 h; 100 means same as DMSO wells; GFP response vs DMSO, % at 10 µM; 320,000 tested, 0.065% active; AID 2029;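 active = GFP response relative to DMSO above a set limit, near the screen mean plus 3 SD, cut at about 150% in these data; inconclusive = Fewer than 70 cells measured for a yeast strain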;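 also: ratio of well median GFP fluorescence to mean of DMSO wells on the plate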
GRK2 inh – human GRK2 inhibition via aptamer displacement; P25098; bead flow cytometry, FAM-aptamer displacement from GRK2; inhibition of aptamer binding, % at 10 µM; 330,000 tested, 0.59% active; AID 488847;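 active = inhibition of aptamer binding above 40%, roughly 3 SD of noise, on plates passing a quality check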;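 also: median bead fluorescence of bound FAM aptamer so fluorescent compounds give negative values; no value below 0 was filed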
AGP1 TOR yeast – yeast TOR pathway AGP1-GFP modulation; S. cerevisiae AGP1-GFP multiplex flow cytometry, 3 h; GFP as percent of DMSO wells; GFP response vs DMSO, % at 10 µM; 320,000 tested, 0.02% active;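 active = GFP response relative to DMSO above a set limit, near screen average plus 3 SD, cut at about 150% in these data; inconclusive = fewer than 70 cells counted for the yeast strain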;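 also: median GFP channel fluorescence of the gated AGP1 strain per well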
CR mimetic SO – caloric restriction mimetics inhibiting age-related superoxide in yeast | S. cerevisiae aged cells, superoxide DHE fluorescence; active compounds read low | superoxide response (% of plate mean), % at 10 µM | 330,000 tested, 0.18% active | AID 2690;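 active = superoxide response under a set limit, about three screen SD below normal, cut at about 65% in these data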;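 also: yeast aged for seven days with compound at 30 °C before DHE staining; 100% = average MFI of all compound-treated wells on the plate with controls excluded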
GLD-1 RNA inh – GLD-1-TGE RNA interaction inhibition (C. elegans) | Q17339 | purified GLD-1 + fluorescein TGE RNA, fluorescence polarization | inhibition, % at 5.96 µM | 320,000 tested, 0.44% active | AID 2280;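 active = percent inhibition above a per-plate cutoff, the plate mean of test compounds plus 3 SD, cut at about 30% in these data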;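 also: 0% = DMSO wells with GLD-1 and probe and 100% = wells lacking GLD-1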
Bcl-xL primary – blocks human Bcl-xL binding to Bim BH3 peptide; Q07817; 320,000 tested, 0.7% active; GST-Bcl-xL / FITC-Bim BH3 peptide fluorescence polarization; inhibition, % at 10.9 µM;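 active = inhibition above the mean of all tested compounds plus 3 SD, cutoff set per campaign, cut at about 30% in these data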;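 also: 0% = DMSO wells and 100% = unlabeled Bim-BH3 peptide competitor; inhibitors lower millipolarization by displacing the labeled peptide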
Starred values were filed as active, the others as inactive; ? = inconclusive; · = not tested or not shown; + = active, no number; [ ] = remark or other dose. Rows were taken by chance; any-hit rate near 2.1%.

SMILES	MCL1 BIM primary	MEX-5 binding	VLA-4 inh	CIT2 TOR yeast	GRK2 inh	AGP1 TOR yeast	CR mimetic SO	GLD-1 RNA inh	Bcl-xL primary
COc1ccc2c(c1)C(=NO)c1cc(OC)ccc1-2	4	0.4	-18	95	0	96	95	2	11
COc1cccc(CC2CC(=O)N(CCc3ccc4c(c3)OCO4)C2=O)c1 (centres undefined)	-7	0.6	8	92	0	102	96	7	3
CN(C)C(=O)c1ccc2c(c1[N+](=O)[O-])C(=O)c1ccccc1C2=O	-2	0.1	9	65	0	79	133	4	11
COc1ccc(NC(=S)N(CCN2CCOCC2)Cc2cc3cc4c(cc3[nH]c2=O)OCO4)cc1	7	-1.5	-2	101	1	105	104	-4	5
COc1ccc(OCc2cc(C(=O)NCC3CCCCO3)no2)c(Cl)c1 (centres undefined)	0	-2.3	10	88	1	95	95	-2	4
O=C(O)c1ccc(OCC(F)(F)F)nc1	7	·	16	95	1	103	120	2	3
CCCN1CCN(S(=O)(=O)c2ccc(-c3cc(C)no3)s2)CC1	2	-0.4	5	109	0	101	89	7	3
C(=C\n1nnc2ccccc21)/c1ccccn1	-2	0.9	19	86	0	91	111	-5	4
Fc1cc2[nH]c(=S)[nH]c2c(Br)c1N1CCSCC1	-2	-1.6	4	105	0	109	94	0	3
COc1ccc(-c2cc(-c3ccccc3)n3ncnc3n2)cc1	5	1.2	2	91	0	77	107	11	5
COc1cc(-c2nnc(COC(=O)CSCC(=O)Nc3cc(C)on3)o2)cc(OC)c1OC	-2	-1.0	2	104	3	111	84	4	0
N/C(=N\OC(=O)Oc1ccccc1)c1cccc([N+](=O)[O-])c1	2	0.1	16	96	3	98	99	-1	2

Not a retest: an excerpt of the list.
SMILES	MCL1 BIM primary	MEX-5 binding	VLA-4 inh	CIT2 TOR yeast	GRK2 inh	AGP1 TOR yeast	CR mimetic SO	GLD-1 RNA inh	Bcl-xL primary
COc1ccc2c(c1)C(=NO)c1cc(OC)ccc1-2	4	0.4	-18	95	0	96	95	2	11
COc1cccc(CC2CC(=O)N(CCc3ccc4c(c3)OCO4)C2=O)c1 (centres undefined)	-7	0.6	8	92	0	102	96	7	3

Later entries.
SMILES	MCL1 BIM primary	MEX-5 binding	VLA-4 inh	CIT2 TOR yeast	GRK2 inh	AGP1 TOR yeast	CR mimetic SO	GLD-1 RNA inh	Bcl-xL primary
CC1(C(=O)OCC(=O)NNC(=O)COc2ccc(Cl)cc2)CC1(Cl)Cl (centres undefined)	-2	-0.1	0	92	0	102	118	1	4
Cc1cc(C(=O)COC(=O)c2ccc[nH]c2=O)c(C)n1-c1ccccc1	-4	-1.3	7	63[may fluoresce green]	1	64[may fluoresce green]	97	-2	2
COc1ccc(/C=C/C(=O)c2ccc3c(c2)OCCO3)cc1[N+](=O)[O-]	6	-1.6	2	90	3	94	84	4	2
CC(=O)NC(c1cc(Cl)c2cccnc2c1O)C1CC1 (centres undefined)	12	·	10	105	0	79	84	0	2
CCOC(=O)c1c(C)nn(-c2ncccc2NC(=O)CCC(=O)O)c1C	3	·	36	86	0	91	122	11	1
Cc1ccc2cccc(O)c2[n+]1[O-]	7	-7.0	-11	110	0	97	95	12	9
Cc1ccc(N2CC(C(=O)Nc3ccc(S(=O)(=O)N4CCOCC4)cc3)CC2=O)cc1 (centres undefined)	-6	2.2	7	95	0	107	121	5	2
CCCCCn1c(CN2CCN(c3cccc(Cl)c3)CC2)nc2c1c(=O)n(C)c(=O)n2C	0	3.4	-10	96	1	96	99	4	1
C#CCN1c2ccccc2Sc2cccnc21	+	-11	-2	100	3	100	89	93*	+
CCOc1ccccc1N1CC(C(=O)NNC(=O)c2cc(OC)c(OC)c(OC)c2)CC1=O (centres undefined)	-6	·	14	104	4	100	90	4	-5
Nc1nnc(-c2ccccc2)s1	2	1.0	0	·	3	94	91	-1	1
CCOc1ccccc1N(CC(=O)NCC1CCCO1)C(=O)CNS(=O)(=O)c1ccccc1 (centres undefined)	-6	-3.4	6	103	0	109	101	-11	2
O=C1CCCN1CCCNc1ccc(S(=O)(=O)N2CCCCC2)cn1	7	-0.1	-4	112	3	107	98	9	5
COC(=O)C1=C(O)/C(=C\c2ccc(CNS(=O)(=O)c3ccccc3)o2)N=C1C	48*	-6.3	-1	100	72*	96	94	27	45*
Cc1ccc2c(c1)cc(C(=O)NCc1ccccc1)n2C	-5	1.2	6	103	0	105	97	-9	1
Cc1ccc(C(=O)NC2CCCCNC2=O)cc1 (centres undefined)	3	-0.8	9	98	1	105	93	10	5
O=C(CSc1nnc(-c2cccnc2)n1CCc1ccccc1)N1CCCCC1	-10	-0.4	0	98	0	106	89	8	-9
O=C(COc1ccc(Br)cc1)Nc1ccc(-c2nnc(-c3ccco3)o2)cc1	-2	0.3	6	?	7	24[may fluoresce violet]	100	-6	2
CC(=O)Nc1cccc(NC(=O)CCCC(=O)O)c1	2	-1.0	-4	96	1	102	105	5	0
CCOC(=O)CNC(=O)c1sc2ncnc(N3CCc4ccccc4C3)c2c1C	-6	-0.1	-22	87	7	92	100	1	3
CC12CCC(C/C1=N/O)C2(C)CBr (centres undefined)	6	1.5	-8	96	3	99	98	3	2
CC(C)c1nc2c(c(=O)c3ccccc3n2C)c(=O)n1-c1ccc(F)cc1	4	-1.7	-3	83	0	88	90	7	2
CCOc1ccc(-c2nc3ccccc3c(=O)o2)cc1	0	-0.6	-3	76	2	66	112	0	3
C=CCn1c(=O)c2ccccc2n2c(SCc3nc4ccccc4s3)nnc12	2	0.7	-4	102	0	98	99	-1	-2
C=C1C2C[C@H](O)C(C)(C)[C@@]2(O)[C@H](O)C[C@]23C[C@@](C)(O)[C@H](CC[C@H]12)[C@H]3O (some centres undefined)	9	0.2	-9	103	0	95	100	-5	8
C#CCOCCOCCOCCNc1nc(N2CCN(C(=O)[C@H](C(C)C)n3cc(CCO)nn3)CC2)nc(N2CCN(C(=O)[C@H](C(C)C)n3cc(CCO)nn3)CC2)n1	-9	0.9	6	99	0	88	88	3	-1
CCN1/C(=C2/SC(=S)N(NC(C)=O)C2=O)Sc2ccc(Cl)cc21	-7	-17	9	97	1	96	104	-5	-5
Cc1ccc(NC(=O)OCCN2CCN(S(=O)(=O)c3ccc(C)cc3)CCC2=O)cc1	7	0.6	16	111	0	100	94	1	8
CC1CCCN(c2c3c(nc4ccccc24)CCCC3)C1 (centres undefined)	0	-0.3	20	81	1	88	120	-2	1
CC(NC(=O)C1CCN(C(=O)c2ccc(F)cc2)CC1)c1ccc(-n2ccnc2)cc1 (centres undefined)	-3	·	11	91	0	90	113	1	1
CC(C)N(C(=O)[C@H]1CC(CC(=O)NCC23CC4CC(CC(C4)C2)C3)C(=O)N2CCc3c([nH]c4ccccc34)[C@]12C)C(C)C (some centres undefined)	·	·	10	91	1	96	101	0	·
Cc1ccc(NC(=O)N(Cc2nc3ccccc3c(=O)[nH]2)Cc2cccs2)cc1	3	-0.1	16	110	3	105	94	3	5
O=C(NCCc1ccccc1)C1CCCN(S(=O)(=O)c2cnc[nH]2)C1 (centres undefined)	5	2.4	-18	100	2	100	99	-3	4
Cc1ccc(N=Nc2cc(C)ccc2O)c(C)c1	·	-0.1	-8	105	17	102	93	·	·
COc1ccc(Cl)cc1NS(=O)(=O)c1cccc(C(=O)N2CC(C)OC(C)C2)c1 (centres undefined)	0	·	14	95	0	100	103	-4	4
CCCCNC(=O)CCNS(=O)(=O)c1ccc(Br)cc1	-4	1.7	4	112	5	115	94	8	0
COC(=O)C(Oc1ccc2c(-c3ccc(OC)cc3)cc(=O)oc2c1)c1ccccc1 (centres undefined)	-4	1.0	8	97	0	96	92	1	-2
CC(C)(C)OC(=O)N[C@@H](Cc1ccccc1)C(=O)N[C@@H](CO)[C@H](O)[C@@H]1C[C@@H]1C(=O)NC1CCCCC1	·	·	-4	96	0	95	109	7	·
CCn1c(=O)n(CC)c2cc(N3CCCC3)c(NC(=O)c3cccc(OC)c3)cc21	4	-1.1	12	94	0	90	96	-2	7
O=C(NCCCn1ccnc1)c1ccc2nccnc2c1	5	-1.0	15	91	0	101	86	6	4
CCOC(=O)CSc1nc2ccc(S(=O)(=O)N3CCOCC3)cc2[nH]1	-1	3.1	10	101	0	102	99	-1	3
CCn1cc(SCC(N)=O)c2ccccc21	1	-0.1	14	121	3	107	88	3	7
COc1ccccc1-n1cc(-c2ccc(Br)cc2)[nH]c1=S	13	-2.4	12	115	0	112	76	4	11
CC1(C)OC(C(O)(c2ccccc2)c2ccccc2)[C@@H](C(O)(c2ccccc2)c2ccccc2)O1 (some centres undefined)	8	-0.2	1	66	4	72	95	3	3
O=C(CSc1nncn1-c1ccccc1)NCc1cccs1	0	-1.5	8	91	2	96	111	4	2
CCOc1cc(CNC(C)(C)C)ccc1OCC(=O)Nc1cccc(C(F)(F)F)c1	-3	0.3	5	88	0	97	101	-7	4
CC(C)(C)NC(=O)C(Cc1ccccc1)NS(=O)(=O)c1cccc2nsnc12 (centres undefined)	4	-0.5	-2	107	25	110	92	1	5
Cc1noc(C)c1NC(=O)Nc1ccc2c(c1)C(=O)N([C@@H](C)CO)C[C@@H](C)[C@@H](CN(C)Cc1ccc3c(c1)OCO3)O2	·	·	41	88	3	93	90	-1	·
CN(C)c1ccc(S(=O)(=O)NCC(=O)OCC(=O)NC(=O)C2CCCCC2)cc1[N+](=O)[O-]	-2	·	9	86	3	96	93	-2	-2
CC1N(C(=O)N2CCOCC2)CCN1S(=O)(=O)c1ccc(Cl)cc1 (centres undefined)	12	-1.5	-5	97	0	90	107	6	3
COC(=O)c1ccc(CNC(=O)COC(=O)/C=C/c2ccc(O)c(OC)c2)cc1	·	·	2	104	1	102	99	1	·
CC(C)OP(=O)(OC(C)C)C(NC(=O)c1ccc(Br)cc1)c1ccccc1 (centres undefined)	5	0.8	15	90	0	100	101	-1	4
COc1ccc(C(=O)Nc2nc3ccccc3s2)cc1	-2	-3.1	13	76	1	104	99	1	-2
COc1ccc(NC(=O)C2CCCNC2)cc1OCC(C)C (centres undefined)	7	0.2	10	94	0	93	100	5	-3
COc1ccc(NS(=O)(=O)c2cc3c(cc2C)N(C)CCO3)cc1	3	-1.7	17	100	0	101	97	4	5
CN1CC2CCCC3(C1)C(=O)NC1(CCCCC1)N=C23 (centres undefined)	2	2.3	25	98	2	103	84	5	7
O=C(COC(=O)CC1SC(N2CCCC2)=NC1=O)Nc1c(F)c(F)c(F)c(F)c1F (centres undefined)	-4	·	8	98	4	97	89	-2	-1
CCCCn1c(N)c(N(CCC(C)C)C(=O)c2sc3nc4n(c(=O)c3c2C)CCC4)c(=O)[nH]c1=O	-1	-3.3	-5	103	7	112	96	7	2
CCN(CC)c1ccc2cc(-c3nc(-c4ccc(OC)cc4)cs3)c(=O)oc2c1	110*	·	·	204*	0	94	101	67*	107*
COc1ccc(C2C(Oc3ccccc3)C(=O)N2c2ccc(C)c(C)c2)cc1OC (centres undefined)	2	-2.5	3	98	1	99	103	1	2
COc1ccccc1/C=C/C(=O)N1CCOCC1	-1	1.1	12	85	3	98	84	0	-1
CS(=O)(=O)N1CCc2cc(C(=O)N3CCN(c4cccc(Cl)c4)CC3)ccc21	0	0.2	4	104	2	103	128	-9	1
O=C(O)CSc1nnc(-c2ccccc2)o1	5	1.1	14	90	1	93	99	2	4
